RT RNaseH block: HIV-1 RT RNase H inhibitors, primary screen, biochemical, fluorescence | inhibition, % at 10 µM | 65,000 compounds, 1.9% hits | RT-RNase H RNA/DNA duplex cleavage | Gag-Pol polyprotein (Human immunodeficiency virus type 1 group M subtype B (isolate …; in the data active = inhibition above about 50%
RmlCD inh mix: RmlC and RmlD coupled enzyme inhibitors, primary screen, biochemical, 384-well, compound mixtures, retest; RmlC/RmlD coupled enzyme inhibition, 384-well mixture HTS; inhibition, % at 5.5 µM; 110,000 compounds, 0.39% hits; AID 1532, 2009; in the data active = inhibition above about 30%, passing the limit was not always enough; also: strong numbers were not always called active
Active calls of the source: *; · = not tested or not shown.

SMILES | RT RNaseH block | RmlCD inh mix
Cc1ccc(C(C2=C(O)CC(C)(C)CC2=O)C2C(=O)CC(C)(C)CC2=O)s1 (configuration not stated) | · | 10
Cc1cccc(C(=O)Oc2ccccc2-c2nnco2)c1 | · | 7
COC(=O)c1ccc(C2NC(=O)NC(C)=C2C(=O)N(C)C)cc1 (configuration not stated) | -14 | ·
CC1CCN(C(=O)CN(CCc2ccccc2)S(C)(=O)=O)CC1 | -4 | 8
Cc1cnc(C(=O)OCC(=O)Nc2cccc(Cl)c2)cn1 | 0 | -6

Three structures from above, arranged by molecular weight, largest number first.
SMILES | RT RNaseH block | RmlCD inh mix
Cc1ccc(C(C2=C(O)CC(C)(C)CC2=O)C2C(=O)CC(C)(C)CC2=O)s1 (configuration not stated) | · | 10
COC(=O)c1ccc(C2NC(=O)NC(C)=C2C(=O)N(C)C)cc1 (configuration not stated) | -14 | ·
Cc1cnc(C(=O)OCC(=O)Nc2cccc(Cl)c2)cn1 | 0 | -6

From PubChem

These rows are one share of the data; rates above refer to the full screens.
